# HttQ103 aggreg: qHTS Multiplex Assay to Identify Dual Action Probes in a Cell Model of Huntington: Aggregate Formation (GFP) | hit rate 1.1% among 220,000 | AID 1688, 2009 | PC12 HttQ103-GFP aggregates, Acumen cytometry, 40 h | Potency, µM (highest dose often 46.1 µM), without a hit: at the top dose activity change, negative = inhibition, actives largely listed as inhibitors; also: % is scaled to controls: 0 for no effect and ±100 for the full control effect; nearly all actives have a fitted effect of over 60% in size
#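 Inducible Q103 Huntingtin exon 1–GFP PC12 line, 1500 cells/well in phenol red free DMEM with 5% equine and 5% calf serum. Tebufenozide 100 nM induced expression; compounds titrated; aggregates quantified by cytometry.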
# Tau ThT inhib: qHTS for Inhibitors of Tau Fibril Formation, Thioflavin T Binding. recombinant tau K18 P301L, heparin-induced fibrillization, ThT fluorescence. Potency, µM (titrated, usually from 57.4 µM), inactives show at the highest dose activity, negative = inhibition, actives largely listed as inhibitors. hit rate 2.1% among 270,000. AID 1460, 2008; also: % is scaled to controls: 0 for no effect and ±100 for the full control effect; nearly all actives have a fitted effect of over 55% in size
# Target sequence (P10636 561-689 P618L limits assumed): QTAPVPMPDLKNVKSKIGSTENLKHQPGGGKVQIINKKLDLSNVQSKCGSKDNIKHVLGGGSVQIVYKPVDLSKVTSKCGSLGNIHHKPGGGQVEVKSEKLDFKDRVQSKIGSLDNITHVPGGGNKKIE
#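 K18 P301L tau (15 uM + 0.24 uM Alexa 594-tagged), heparin 20 uM, NaOAc pH 7, 6 h 37 C; ThT 30 uM, 1 h RT, ex 450/em 510 nm.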
# SMN2 splice up: qHTS Assay for Enhancers of SMN2 Splice Variant Expression; HEK293 SMN2-luciferase splicing reporter, luminescence, 30-36 h; Potency, µM (series often up to 46.1 µM), for inactives: top-dose activity change, positive = activation, most hits filed as activators; hit rate 2.8% among 210,000; also: % of control where 0% means no effect; nearly all actives have a fitted effect of over 55% in size
#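 qHTS luciferase splicing reporter: luminescence rises when SMN2 exon 7 is included in transfected HEK293 cells. Compound exposure lasted 30-36 h at 37C, with 4.5 mM final sodium butyrate as control, followed by a ONE-Glo read.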
# HTT ATP protect: qHTS Multiplex Assay to Identify Dual Action Probes in a Cell Model of Huntington: Cytoprotection (ATP). PC12 HTT-Q103 induced, cytoprotection, ATP luminescence, 40 h. AID 1471, 2008. Potency, µM (highest dose often 56.4 µM), inactives show cytoprotection (ATP increase), hits mostly activators. hit rate 0.14% among 230,000;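 also: % of control where 0% means no effect; nearly all actives have a fitted effect of over 45% in size; toxic huntingtin expression switched on by the ecdysone agonist tebufenozide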
#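 Quantitative HTS on tebufenozide-induced (100 nM) PC12 cells expressing HTTQ103 exon 1–GFP; compounds tested as a concentration series; survival measured via cellular ATP.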
# JMJD2E inh: qHTS Assay for Inhibitors of Human Jumonji Domain Containing 2E (JMJD2E); JMJD2E catalytic domain, FDH-coupled NADH fluorescence (FDH is formaldehyde dehydrogenase); Potency, µM (highest dose often 57.1 µM), inactives show top-dose activity change, negative = inhibition, most hits filed as inhibitors; Lysine-specific demethylase 4E (Homo sapiens), B2RXH2; hit rate 1.6% among 230,000; active = well fitted inhibition curve with a large enough effect, not every such curve was filed as active; inconclusive = small, poorly fitted or top-dose-only effect, or another doubt; inactive = no such curve, though single readings can be large or run the other way;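 also: 0% = wells with enzyme and -100% = buffer wells without enzyme; nearly all actives have a fitted effect of over 50% in size; many of its hits are not listed in these tables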
# Target sequence (B2RXH2 1-337 limits assumed): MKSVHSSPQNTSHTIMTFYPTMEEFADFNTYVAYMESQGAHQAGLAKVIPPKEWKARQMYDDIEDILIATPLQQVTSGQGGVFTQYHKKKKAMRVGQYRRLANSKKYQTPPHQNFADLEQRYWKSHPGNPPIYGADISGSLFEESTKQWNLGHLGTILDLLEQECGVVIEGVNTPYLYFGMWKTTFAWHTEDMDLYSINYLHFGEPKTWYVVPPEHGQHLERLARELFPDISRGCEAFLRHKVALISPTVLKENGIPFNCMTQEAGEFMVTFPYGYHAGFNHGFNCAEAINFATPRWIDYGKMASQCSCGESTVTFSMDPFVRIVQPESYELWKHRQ
# Tau fibril FP: qHTS for Inhibitors of Tau Fibril Formation, Fluorescence Polarization; K18 P301L tau heparin fibrillization, Alexa594 FP, 6 h; Potency, µM (series often up to 57.7 µM), for inactives: at the highest dose activity, negative = inhibition, usual class: inhibitors; Microtubule-associated protein tau (Homo sapiens), P10636; hit rate 0.39% among 280,000; also: % is scaled to controls: 0 for no effect and ±100 for the full control effect; nearly all actives have a fitted effect of over 55% in size
#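 Human tau K18 […] P301L fragment, 15 uM unlabeled plus 0.24 uM Alexa 594-labeled tau (final), with compound and 20 uM heparin in 100 mM sodium acetate pH 7; 6 hr at 37 C, then Alexa 594 FP read.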
# ALDH1A1 inh: qHTS Assay for Inhibitors of Aldehyde Dehydrogenase 1 (ALDH1A1); Aldehyde dehydrogenase 1A1 (Homo sapiens), P00352; Purified ALDH1A1, NADH fluorescence, propionaldehyde substrate; Potency, µM (doses to about 75.3 µM), for inactives: top-dose activity, negative = inhibition, most hits filed as inhibitors; hit rate 7.3% among 220,000; AID 1030, 2008; active = well fitted inhibition curve with a large enough effect, not every such curve was filed as active; inconclusive = small, poorly fitted or top-dose-only effect, or another doubt; inactive = no such curve, though single readings can be large or run the other way;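 also: plate controls were no enzyme wells and a reference inhibitor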
# Target sequence (P00352 whole entry, looked up): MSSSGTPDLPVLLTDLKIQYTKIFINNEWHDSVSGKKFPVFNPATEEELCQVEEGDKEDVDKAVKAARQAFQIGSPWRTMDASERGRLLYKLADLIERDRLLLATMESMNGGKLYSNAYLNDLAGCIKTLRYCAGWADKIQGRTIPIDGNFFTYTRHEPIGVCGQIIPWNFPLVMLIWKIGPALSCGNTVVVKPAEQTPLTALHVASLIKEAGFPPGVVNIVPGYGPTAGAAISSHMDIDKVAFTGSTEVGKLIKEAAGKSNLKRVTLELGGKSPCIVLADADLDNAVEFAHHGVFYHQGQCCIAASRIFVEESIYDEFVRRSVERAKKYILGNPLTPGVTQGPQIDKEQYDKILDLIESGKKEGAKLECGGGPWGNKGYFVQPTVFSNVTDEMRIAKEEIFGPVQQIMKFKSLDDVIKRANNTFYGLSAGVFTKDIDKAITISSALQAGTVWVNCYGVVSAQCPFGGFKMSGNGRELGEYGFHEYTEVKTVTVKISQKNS
# Tau fluor cs: Counterscreen qHTS for Inhibitors of Tau Fibril Formation, Fluorescence Polarization. Potency, µM (top dose mostly 57.7 µM), for inactives: at the top dose activity change, negative = decrease. tau K18 P301L (four-repeat tau fragment) Alexa594 fluorescence, heparin fibrillization. hit rate 0.93% among 280,000; also: % is scaled to controls: 0 for no effect and ±100 for the full control effect; nearly all actives have a fitted effect of over 55% in size
#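 Human K18 P301L tau (15 uM unlabeled plus 0.24 uM Alexa 594-labeled, final) in 100 mM sodium acetate pH 7 was mixed with compound and 20 uM heparin and incubated 6 hr at 37 C.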
# Active calls of the source: *; ? = inconclusive; nt = not tested or not shown; [ ] = remark or other dose. Unless noted, calls follow the shape of the dose curve; as a rule, active = well fitted curve in the direction sought with a large enough effect; inconclusive = small, poorly fitted or top-dose-only effect, or another doubt; inactive = no such curve, though single readings can be large; an effect the other way counts as inactive or inconclusive. Potency is read from the fitted curve at half-maximal effect.
SMILES,HttQ103 aggreg,Tau ThT inhib,SMN2 splice up,HTT ATP protect,JMJD2E inh,Tau fibril FP,ALDH1A1 inh,Tau fluor cs
CCN(CC)S(=O)(=O)c1ccc(OC)c(NC(=O)c2cc([N+](=O)[O-])ccc2Cl)c1,3%,0%,-11%,-35%,3%,2%,?,-11%
CC(C)Cc1nnc(NC(=O)CSc2nc(N)cc(=O)[nH]2)s1,-12%,-2%,7%,14%,-2%,-12%,?,-9%
Cc1ccc(-c2nc3ccc(NS(=O)(=O)c4ccccc4)cc3[nH]2)o1,-29%,?,?,-39%[inhibitor],10%,3%,8.9µM*,-22%
Cc1sc2ncn(CC(=O)N3CCCCC3)c(=O)c2c1C,14%,-5%,-8%,2%,0%,7%,5%,-2%
Cc1noc(NS(=O)(=O)c2ccc(NC(=O)c3ccc(Br)cc3)cc2)c1C,nt,-10%,-1%,nt,nt,-1%,nt,-17%
CC1CN=C(N(C(=O)Nc2ccccc2)c2ccc(S(=O)(=O)N3CCOCC3)cc2)S1 (stereo unspecified),-30%,3%,-45%[inhibitor],1%[1.9 µM],2%,6%,11%,3%
CN(C)c1ccc(/C=N/n2c(-c3cccnc3)n[nH]c2=S)cc1,13%,-9%,2%,-40%[inhibitor],?,-14%,?,-10%
Nc1ccc(OC(=O)Nc2ccc(O)cc2)cc1,38%[9.22 µM],nt,nt,7%[10 µM],18µM*,?,nt,?
CCCS(=O)(=O)N1CCCC(C(=O)NC(C)c2ccc3c(c2)OCCO3)C1 (stereo unspecified),-15%,-4%,-6%,21%[10 µM],5%,1%,7%,2%
C[C@H](NC(=O)c1nc[nH]c1C(=O)N[C@@H](CCCCNC(=O)OC(C)(C)C)C(=O)OC(C)(C)C)C(=O)OC(C)(C)C,-31%[9.22 µM],-8%,nt,2%[10 µM],-1%,?,nt,-21%
O=C1CCCc2ccccc2N1Cc1cccc(F)c1,17%[9.22 µM],-4%,-7%,-17%,0%,2%,-3%,-8%
CCC(=O)N1C(Cc2ccccc2)COC1(C)C (stereo unspecified),10%,5%,3%,nt,27%,3%,10%,6%
Cc1ccc(NC(=O)C2CCN(S(=O)(=O)c3cccc4nsnc34)CC2)cc1,nt,1%,-11%,nt,nt,-11%,nt,-7%
CCOc1ccc(S(=O)(=O)N2CCc3ccccc3C2)cc1,-30%,-9%,-23%,-11%,4%,-3%,3%,-16%
Cc1ccc(OCC(=O)NC2CCCC2)c(C)c1,3%,-12%,-16%,-20%,-2%,1%,14%,-9%
CC1CCC(NC(=O)Nc2cccs2)CC1 (stereo unspecified),-3%,-21%,18%,-21%,-9%,6%,?,-15%
Cc1cc(C)nc(N(C#N)Cc2ccc([N+](=O)[O-])cc2)n1,9%[9.22 µM],12%,-12%,11%[10 µM],1%,2%,1%,11%
CCc1cc(SC#N)cc(C)c1N,?,14µM*,4%,-6%[10 µM],-15%,?,?,-24%
CCOc1ccc2nc(Cl)c(C3CC(c4ccc(C)cc4)=NN3C(=O)CCC(=O)O)cc2c1 (stereo unspecified),nt,-7%,2%,nt,nt,-5%,nt,-11%
CCOC(=O)C(=O)Nc1ccccc1C(N)=O,2%,-4%,24%,8%[10 µM],2%,-5%,12%,-5%
Cc1cc(=O)oc2c3c(ccc12)OCN(Cc1ccc(Cl)cc1)C3,nt,-5%,-6%,nt,nt,-9%,nt,-10%
Cc1ccccc1CSc1cn(CCNC(=O)c2cccs2)c2ccccc12,nt,?,-31%[inhibitor],nt,nt,-17%,nt,7.9µM*[quencher]
O=C(Nc1cccnc1)c1ccccc1-c1nc(-c2ccccc2F)no1,7%[9.22 µM],-2%,-17%,-26%,4%,-6%,11µM*,-14%
Cc1nn(-c2ccccc2)c2sc(C(=O)OC3CCOC3=O)cc12 (stereo unspecified),7%,-2%,9%,10%[10 µM],?,1%,?,-7%
CCOC(=O)c1sc(/N=C/c2ccc(O)cc2O)cc1C,0%,?,-2%,-2%[10 µM],?,-12%,1%,-26%
COC(=O)c1ccc(Sc2ccc(Cl)cc2)c(N)c1,1%,?,-17%,2%,?,-1%,?,?
CCCc1nnc(SCc2ccc(OC)cc2)n1N,-15%,1%,nt,-17%[0.074 µM],-1%,7%,4%,9%
Fc1ccc(-n2c(Cc3ccccc3)nnc2SCc2nc(-c3ccc(Cl)cc3)no2)cc1,?,-15%,-29%,31%[10 µM],0%,4%,-7%,-25%
Cc1cc2ncc(Cl)nc2cc1C,4%,9%,-16%,nt,1%,0%,?,3%
CCC(=O)c1ccc(OCCSc2ncccn2)cc1,-20%,?,7.9µM*,-37%[10 µM],-3%,-2%,-6%,-19%
O=C(/C=C/Nc1ccc(F)cc1)c1ccco1,16%,?,16µM*,-48%[inhibitor],-8%,-8%,-3%,-11%
CC(C)(C)c1ccc(CS(=O)(=O)CC2(O)CCN(C(=O)c3cccc(C(F)(F)F)c3)CC2)cc1,19%,2%,14%,-20%,6%,0%,22%,-1%
Cc1cccc2cc(CN(Cc3nnnn3Cc3ccco3)C3CCCC3)c3nnnn3c12,7%,-23%,-11%,-1%[10 µM],?,4%,?,-10%
O=C(O)CNC(=O)c1ccccc1F,-14%,4%,-4%,-23%[10 µM],?,7%,0%,3%
O=c1c2ccccc2nc(-c2cccs2)n1-c1cccc2ccccc12,?,-11%,-12%,nt,?,-7%,?,-28%
COc1ccc(OCc2cccc(C(=O)NN)c2)cc1,1%,-24%,3.2µM*,nt,66%[activator],8%,0.32µM*,-11%
O=C(Nc1cn(-c2ccccc2)nc1-c1ccc(Cl)cc1)c1ccccc1,15%,0%,-7%,nt,2%,?,?,-26%
COc1ccc(/C=C(\C#N)C(=O)OCC(=O)Nc2ccc(C(C)(C)C)cc2)cc1,20%,-13%,nt,7%[10 µM],3%,?,22µM*,-24%
CC(=O)CCc1c(C)nc2ccc(C(=O)O)cc2c1Cl,-10%,-12%,11%,-21%[1.9 µM],1%,-4%,?,-6%
CC(C)c1ccc(/C=C2\Oc3c(ccc(O)c3CN3CCN(C)CC3)C2=O)cc1,4%,12%,-37%,-13%,?,8%,-2%,-16%
NCCC[C@@H](CC(=O)N[C@@H]1CCNC[C@H]1C(=O)N[C@H](CC(=O)N[C@@H](CCC(=O)O)CC(=O)O)Cc1ccccc1)NC(=O)C[C@H](Cc1ccccc1)NC(=O)[C@@H]1CNCC[C@H]1N,nt,-16%,-3%,3%[1.9 µM],1%,0%,5%,-14%
Cn1c(=O)[nH]c(=O)c2c1nc(N1CCCC1)n2CC(O)COc1ccccc1 (stereo unspecified),6%,-3%,-3%,-16%,-1%,-4%,-13%,-7%
Cc1cc(Cl)ccc1OC(C)C(=O)Nc1ccccc1N1CCOCC1 (stereo unspecified),?,?,-33%[inhibitor],14%[10 µM],-5%,3%,3%,-11%
Clc1ccc(-c2csc(N/N=C/c3cccnc3)n2)c(Cl)c1,-2%,?,-53%[inhibitor],51%[10 µM],5%,?,-6%,?
O=C(CN1CCCCCCC1)NC(=O)NC1CCCCC1,7%,-7%,7%,-12%,-5%,-3%,11%,0%
COc1ccc(C(=O)Nc2cccc(C(C)=O)c2)cc1S(=O)(=O)N1CCOCC1,-7%,0%,-12%,-11%,-3%,-3%,-9%,-1%
Cn1cc(S(=O)(=O)N2CCN(c3ccccc3F)CC2)c(=O)n(C)c1=O,-9%,9%,-8%,-3%[10 µM],7%,-1%,-9%,10%
CC(C)C12CN3CC(C(C)C)(CN(C1)C3c1ccccc1O)C2=O (stereo unspecified),-17%,-9%,nt,16%[10 µM],10%,-4%,0%,-9%
CCOC(=O)N1CCN(C2CC(=O)N(c3ccc(Oc4ccccc4)cc3)C2=O)CC1 (stereo unspecified),14%,-3%,1%,-1%,-2%,5%,?,-5%
O=C(NCC1CC1)c1ccc(Nc2nc3ccc(Br)cc3[nH]2)cc1,-32%,?,-7%,-14%,?,?,?,13µM*[quencher]
O=c1c2ccccc2[nH]c(=S)n1Cc1cccnc1,-11%,-11%,-14%,-9%,-1%,-11%,13%,-9%
COc1ccc2cc3c(N)nn(C(=O)Cc4ccccc4OC)c3nc2c1,4.5µM*,?,-31%[inhibitor],23%,-5%,5%,?,?
O=C(O)C/C=C(/NC(=O)OCc1ccccc1)C(=O)OCc1ccccc1,?,-2%,3%,7%,-7%,0%,-8%,5%
COc1cc(OC)c2c(-c3ccccc3)cc(=O)oc2c1C(CCN1CCN(c2ccccc2)CC1)c1ccc(N(C)C)cc1 (stereo unspecified),-17%[9.22 µM],6%,nt,-2%[10 µM],-2%,0%,nt,-12%
CC(C)[C@H](NC(=O)c1ccccc1)C(=O)OCC(=O)NCc1ccc(F)cc1,-6%,-4%,10%,29%,5%,-3%,-5%,-8%
Cn1c(=O)c(=O)n(C)c2cc(S(=O)(=O)NCCN3CCN(c4ccccc4F)CC3)ccc21,-2%[9.22 µM],nt,nt,30%[10 µM],?,-1%,nt,-1%
Cc1ccc(C)c(N2CCN(C(=O)CN(C)S(=O)(=O)c3cnc[nH]3)CC2)c1,-11%,5%,-12%,11%,5%,-3%,-1%,-7%
COc1cc(/C=C/C(=O)OCC(=O)NC(=O)NCc2ccccc2)ccc1OCC#N,20%,0%,-10%,2%,?,-16%,?,-10%

# Reformatted with values under each structure: entries from further up.
# Values in the order: HttQ103 aggreg	Tau ThT inhib	SMN2 splice up	HTT ATP protect	JMJD2E inh	Tau fibril FP	ALDH1A1 inh	Tau fluor cs
CCOC(=O)c1sc(/N=C/c2ccc(O)cc2O)cc1C
→ 0%	?	-2%	-2%[10 µM]	?	-12%	1%	-26%
COC(=O)c1ccc(Sc2ccc(Cl)cc2)c(N)c1
→ 1%	?	-17%	2%	?	-1%	?	?

# A portion of the library; count on the stated rates, not on these rows.
